Bioassay records (PubChem BioAssay)
KOR beta-arrestin-1: kappa opioid receptor activators – cell-based, luminescence, uHTS, primary screen (AID 1777); KOR beta-arrestin recruitment, luminescence; higher % means a stronger effect; one-dose activation, % at 10 µM; EC50 in µM for titrated hits; actives 0.02% (n = 280,000); in the data active = activation above about 50%, passing the limit was not always enough; note: a part of the inactive calls stands beside numbers as strong as those of hits
M17LAP inhibition: P. falciparum M17LAP inhibitors, primary screen, biochemical, fluorogenic H-Leu-NHMec substrate, 1536-well (AID 1619); recombinant M17LAP, H-Leu-NHMec fluorogenic kinetic assay; higher % means a stronger effect; inhibition, % at 30 µM, or IC50 in µM where a hit was titrated; actives 0.38% (n = 220,000);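 active = compound inhibiting the enzyme by more than half at any dose during confirmatory dose-response retesting; inconclusive = strong single-dose inhibitors picked by rank but not retested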;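 note: plate controls were full reaction with DMSO carrier for no effect and no enzyme background for full effect; strong numbers were not always called active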
AID2073: inhibitors of Mint1-CaV2.2 protein interaction, biochemical, HTRF (AID 2073). HTRF protein-protein interaction, Mint1-CaV2.2; higher % means a stronger effect. one-dose inhibition, % at 20 µM; IC50 in µM for titrated hits. actives 0.19% (n = 290,000); in the data active = inhibition mostly above about 51%, no sharp cut-off; inconclusive = no clear call, values can overlap the other calls; inactive = mostly below about 53%; note: some results filed as inactive read as strong as hits
NOD2 inhibition: NOD2 signaling inhibitors, cell-based, luminescence, uHTS, HEK293 (AID 1566); actives 0.63% (n = 290,000); one-dose inhibition, % at 4 µM; EC50 in µM for titrated hits; HEK293 NOD2/NF-kB luciferase reporter, luminescence; higher % means a stronger effect; note: many of its hits are not listed in these tables
Dynein transport: blocks dynein driven cargo transport along microtubules; 3617.4 mouse cells, GR-EGFP nuclear translocation imaging; test concentration mostly 20 µM; stimulated with dexamethasone, 1 µM; hits give low values; actives 0.47% (n = 220,000); z-score, hits read low;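 active = plate z-score of nuclear minus cytoplasmic receptor signal below a set negative limit, without overly bright fluorescence or cell loss, cut at about -3.5 in these data, passing the limit was not always enough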;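 note: z-score of nuclear minus cytoplasmic ring GR-EGFP intensity difference per well; some compounds called inactive have numbers as strong as hits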
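Buffer or medium: tet-free medium with charcoal-stripped serum / Also added: dexamethasone agonist, 1.0 µM final, for 30 min / Timing: induction 48 h, compound 1 h, agonist 30 min / Measured by: high-content fluorescence imaging after fixation / Read-out: nuclear-to-cytoplasmic GR-EGFP distribution per well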
GPR55 beta-arrestin: GPR55 agonists via beta-arrestin recruitment, primary screen, imaging, U2OS cells, beta-arrestin-GFP redistribution (AID 1961); actives 0.048% (n = 290,000); U2OS GPR55 beta-arrestin-GFP redistribution imaging; higher % means a stronger effect; activation, % at 10 µM; hits with a dose series show EC50 in µM;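 active = activation above 40% with more than 50 cells counted in the well; inconclusive = wells holding fewer than 50 cells, flagged as toxic or sparse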;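 note: U2OS osteosarcoma cells stably expressing GPR55 and beta-arrestin-GFP; plate controls were DMSO negative control for no effect and LPI positive control for full effect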
KOR beta-arrestin-2: KOR antagonists, beta-arrestin recruitment, cell-based, luminescence, uHTS (AID 1778); KOR beta-arrestin recruitment, luminescence, antagonist mode; higher % means a stronger effect; inhibition, % at 10 µM, or IC50 in µM where a hit was titrated; actives 0.091% (n = 290,000); note: strong numbers were not always called active
P. falciparum M1AAP: malaria alanyl aminopeptidase activity blockers – biochemical, fluorogenic H-Leu-NHMec substrate, 1536-well (AID 1445); recombinant M1AAP, H-Leu-NHMec fluorogenic kinetic assay; higher % means a stronger effect; inhibition, % at 30 µM, or IC50 in µM where a hit was titrated; actives 0.42% (n = 220,000);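 active = primary inhibition above the hit cutoff, then over 50% inhibition at one or more dose response concentrations, cut at about 23% in these data, passing the limit was not always enough; inconclusive = conflicting primary data, or primary hits not chosen for dose response; inactive = low primary inhibition, or under 50% at every dose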;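 note: plate controls were DMSO full reaction for no effect and no enzyme background for full effect; strong numbers were not always called active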
NOD1 inhibition: NOD1 signaling inhibitors, primary screen, cell-based, luminescence, uHTS (AID 1578); actives 1% (n = 290,000); inhibition, % at 4 µM; hits with a dose series show EC50 in µM; NOD1-driven NF-kB luciferase reporter cells, luminescence; higher % means a stronger effect; in the data active = inhibition mostly above about 36%, no sharp cut-off; inactive = mostly below about 34%;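 note: HEK-293T reporter cells stimulated with the NOD1 agonist gamma-tri-DAP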
Dynein transport cytoplasmic EGFP: second read-out of Dynein transport, no call of its own (marks repeat the call); z-score; measured here: cytoplasmic GR-EGFP intensity; hits give high values
Dynein transport nuclear GR-EGFP: also measured in Dynein transport; calls as there; z-score; measured here: nuclear GR-EGFP intensity;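 lower value marks the stronger effect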
Dynein transport cell count: further read-out of Dynein transport, marked with its call; z-score; measured here: cell count per field
* = called active by the depositor; ? = inconclusive; · = not tested or not shown; [ ] = another dose, or the depositor's remark. Cut-off read from the data, not from the text of the source, unless noted: active = inhibition above about 50%; inactive = the rest. These rows are one share of the data; count on the stated rates, not on these rows.

Under each structure: Dynein transport | GPR55 beta-arrestin | KOR beta-arrestin-1 | KOR beta-arrestin-2 | P. falciparum M1AAP | M17LAP inhibition | Dynein transport nuclear GR-EGFP | AID2073 | NOD2 inhibition | Dynein transport cytoplasmic EGFP | Dynein transport cell count | NOD1 inhibition
1) COc1cc2nc(CSc3ncn[nH]3)[nH]c(=O)c2cc1OC
    -1 | 0.3% | -5.5% | -1% | 15% | 22% | -0.4 | 12% | 5% | -0.32 | 0.19 | -14%
2) Cc1cc(C)c(NC(=O)C2CCN(c3cnccn3)CC2)c(C)c1
    2.6 | 0.0% | 5.5% | 34% | 2% | 1% | 1.2 | -2% | 12% | -0.1 | -0.62 | -14%
3) CC(=O)c1ccc(NC(=O)CSc2nc(N)c3cc4c(nc3n2)CCCC4)cc1
    -0.028 | -0.2% | 8.2% | -38% | 19% | 7% | -0.22 | 23% | -46% | -0.26 | 0.27 | -29%
4) COC(=O)CCN(C(=O)c1ccc(OC(C)=O)cc1)c1ccccn1
    -0.54 | -0.4% | 4.4% | -15% | 9% | 4% | -0.42 | -2% | 2% | -0.17 | 0.57 | 7%
5) CCN(CCn1cccn1)C(=O)CC1C(=O)NCCN1Cc1ccc(F)cc1 (stereo not drawn)
    0.37 | -0.1% | · | 7%[20 µM] | 7% | -2% | -0.12 | 4% | 5% | -0.29 | 0.45 | -32%
6) COc1ccc(NC2CCCN(C(=O)CCN3CCCC3=O)C2)cc1 (stereo not drawn)
    · | -0.1% | 3.4% | 4% | · | · | · | 8% | -6% | · | · | -28%
7) Cc1nn(-c2ccccc2)c(C)c1C(=O)NCc1ccc(F)cc1
    -0.49 | 0.0% | 8.1% | -36% | 8% | -16% | -0.42 | 27% | 6% | -0.29 | 0.27 | -3%
8) CCOc1ccc(NC(=O)CSc2nc3c(c(=O)n2C)SC(C)C3)cc1 (stereo not drawn)
    -1.2 | 0.2% | -1.7% | 33% | -4% | 2% | -0.53 | -3% | 13% | -0.2 | 0.79 | -40%
9) COc1ccc(S(=O)(=O)N2CCN(C(=S)NC3CCCCC3)CC2)cc1
    -0.057 | 0.5% | 3.4% | -9% | 1% | -4% | 0.11 | -11% | 24% | -0.29 | 0.56 | -21%
10) O=C(CN1C(=O)C2C3C=CC(C3)C2C1=O)NCCc1ccccc1Cl (stereo not drawn)
    -0.6 | 0.3% | 1.0% | -5% | -2% | -6% | -0.3 | -1% | 9% | -0.26 | 0.48 | -13%
11) Cc1cc(-c2ccc(C(C)C)c(S(=O)(=O)NCCN3CCC(C)CC3)c2)on1
    · | 0.2% | -0.5% | -34% | · | · | · | -2% | 3% | · | · | -17%
12) O=C1c2ccccc2C(=O)N1CCCc1c[nH]c2ccc(Cl)cc12
    1.6 | -0.2% | 2.4% | 10% | -2% | -3% | 1.1 | 9% | 15% | -0.2 | -0.56 | 15%
13) Cc1ccc(OCc2nnc(SC(C)C(=O)O)n2Cc2ccccc2)cc1 (stereo not drawn)
    1.5 | 0.7% | 1.6% | -18% | · | · | 1.7 | -4% | 7% | -0.21 | -0.92 | 1%
14) Cc1nnc(SCc2cccc([N+](=O)[O-])c2)[nH]c1=O
    -0.16 | -0.4% | 1.2% | 16% | 4% | 2% | -0.28 | -10% | -1% | -0.35 | 0.68 | -20%
15) O=C(Nc1cccc(-c2cscn2)c1)C1CCN(Cc2ccc(CO)o2)CC1
    · | 0.5% | 3.0% | -24% | · | · | · | 10% | 10% | · | · | -12%
16) Cc1ccc2c(c1)[nH]c1c(=O)n(Cc3ccccn3)cnc12
    1.6 | 0.2% | 8.9% | 17% | 2% | 0% | 0.93 | ? | 5% | -0.39 | -0.7 | -4%
17) COc1ccc(C(=O)Nc2ccccc2C(=O)N/N=C/c2ccccc2OC)cc1
    0.25 | 0.0% | 6.2% | -34% | 4% | -10% | 0.79 | 20% | -100% | -0.22 | 0.027 | 26%
18) O=C(C1CC1)N1N=C(C2CCCCC2)CC1(O)C(F)(F)F (stereo not drawn)
    -0.084 | 0.7% | -2.1% | -8% | 5% | -2% | 0.11 | 12% | 10% | -0.29 | -0.11 | -16%
19) Cn1c(=O)c2c(nc(Oc3cccc(O)c3)n2C)n(C)c1=O
    · | -0.3% | -1.0% | -28%[20 µM] | · | · | · | 6% | 2% | · | · | -3%
20) COC(=O)c1ccccc1C(=O)N1CCOCCOCCOCC1
    0.61 | 0.2% | -4.0% | -16% | 7% | 14% | 0.41 | -2% | 0% | -0.24 | 0.61 | -20%
21) OC(COc1ccc(Br)cc1)CN1CCN(c2ccccc2)CC1 (stereo not drawn)
    · | 0.5% | -8.3% | -35%[20 µM] | · | · | · | 7% | 5% | · | · | -14%
22) CC(C)c1ccccc1OCC(=O)N1CCCCCCC1
    · | -0.4% | 4.8% | -43%[20 µM] | · | · | · | 13% | 1% | · | · | -24%
23) Cc1c(NC(=O)C2CCCN2S(=O)(=O)c2ccccc2)c(=O)n(-c2ccccc2)n1C (stereo not drawn)
    3.3 | -0.2% | 8.4% | 0% | 2% | 13% | 1.7 | -2% | 16% | 0.026 | -1.9 | 13%
24) COC(=O)c1c(NC(=O)c2ccco2)sc2c1CCN(C(C)=O)C2
    · | -0.1% | 7.2% | -54% | · | · | · | 10% | 21% | · | · | -26%
25) CSc1ccccc1NC(=O)CN(C)CC(=O)NCc1ccccc1
    -0.94 | -0.4% | -5.5% | 6% | -1% | 7% | -0.16 | 35% | -2% | -0.19 | 1.4 | -23%
26) CN(c1ccc(OCC(=O)NCc2cccnc2)cc1)S(=O)(=O)c1ccc(Cl)cc1
    0.024 | 0.0% | -7.5% | 15% | 2% | 11% | 0.31 | -12% | 3% | -0.31 | 0.76 | -17%
27) O=C(NCCN1CCOCC1)c1cc(-c2ccc(Br)cc2)on1
    -0.19 | -0.1% | 4.3% | -22% | -8% | 11% | 0.22 | 4% | -1% | -0.37 | -0.25 | -5%
28) COc1ccc(C2C3=C(CC(C)(C)CC3=O)Nc3c2c(=O)[nH]c(=O)n3Cc2ccccc2)cc1 (stereo not drawn)
    1.7 | -0.5% | -6.3% | -68% | 7% | 1% | 0.77 | 5% | 22% | -0.13 | -1.1 | 1%
29) O=C(c1ccc(F)cc1)N1CCN(C2CCC(c3ccccc3)CC2)CC1 (stereo not drawn)
    -0.92 | 0.2% | · | -9%[20 µM] | 9% | 5% | -0.33 | 5% | 9% | -0.34 | 0.93 | -32%
30) O=C(CSc1ccccc1)NN1C(=O)c2ccccc2C1=O
    0.89 | -0.1% | -7.7% | -22%[20 µM] | 1% | 54µM* | -0.11 | 7% | 20% | -0.33 | -0.19 | -10%
31) CCC(=O)N1CCc2cc(S(=O)(=O)N(C)c3ccc(OC)cc3OC)ccc21
    · | 0.0% | -0.7% | -28% | · | · | · | 12% | -17% | · | · | -11%
32) C/C(=N/O)c1no[n+]([O-])c1/C(C)=N\O
    -0.29 | -0.1% | 3.5% | -10% | 1% | 4% | -0.2 | -11% | -16% | -0.23 | 0.73 | -10%
33) O=C(NCCN1CCOCC1)c1ccc2ccccc2c1
    -0.24 | 0.7% | 2.2% | 0% | 6% | -5% | -0.84 | 1% | -4% | -0.21 | 0.58 | -18%
34) Cc1ccc(Nc2nnc(SCC(=O)NC(Cc3c[nH]c4ccccc34)C(=O)O)s2)cc1 (stereo not drawn)
    0.95 | -0.1% | -0.5% | -32% | 22% | 3.2µM* | 0.87 | 17% | 7% | -0.18 | -0.8 | -45%
35) Cc1cc(C)c(N(CC(=O)NCc2ccccc2)C(=O)c2csnn2)c(C)c1
    · | -0.3% | -4.2% | -7% | · | · | · | 1% | -1% | · | · | -16%
36) Cn1c(SCC(=O)NC(C)(C)C)nnc1-c1cnccn1
    -0.71 | -0.3% | -1.5% | 14% | 1% | -1% | -1 | -7% | 20% | -0.2 | 0.8 | ·
37) CS(=O)(=O)N(CC(=O)Nc1ccc(F)cc1F)c1cccc([N+](=O)[O-])c1
    0.53 | -0.1% | -0.8% | -1% | 4% | 4% | 0.11 | -1% | 13% | -0.11 | 0.27 | 4%
38) CCOC(=O)CC(=O)Nc1ccsc1C(N)=O
    0.9 | 0.2% | 7.3% | -16% | -1% | 12% | 0.45 | 2% | 13% | -0.21 | -0.52 | -11%
39) CCn1c(SCC(=O)N2CCOCC2)nc2ccccc21
    0.26 | 0.6% | 6.3% | 1%[20 µM] | -4% | 8% | 0.65 | -6% | 26% | -0.37 | 0.42 | 15%
40) CCCCC(=O)N1C/C=C\C(c2ccc(OC)cc2)N(Cc2ccc(F)cc2)C(=O)C1 (stereo not drawn)
    -0.17 | -0.1% | -6.4% | 25% | -1% | -2% | -0.11 | 4% | 6% | -0.8 | 0.11 | -4%
41) CCOc1ccc(NC(=O)CN(C)CC(=O)Nc2cccc(Cl)c2C)cc1OCC
    -0.58 | 0.2% | 1.2% | 6% | 10% | 4% | -0.51 | 11% | 6% | -0.18 | 0.84 | 9%
42) Cc1ccc(N2C(=O)N(CC(=O)C(C)(C)C)c3ccccc3S2(=O)=O)cc1
    -0.22 | 0.2% | -6.3% | -15% | 3% | -11% | -0.41 | 1% | 5% | -0.00046 | 0.8 | -2%
43) CC[C@]1(c2cccc(C)c2)C(=O)N(C(=O)OC)N1C(=O)OC
    · | 0.2% | -2.6% | 4%[20 µM] | · | · | · | 0% | 18% | · | · | -19%
44) Cc1ccccc1C(=O)N1CCN(c2ccc(NC(=O)c3ccco3)cc2Cl)CC1
    -0.2 | 0.1% | -0.9% | 1% | 3% | -3% | -0.74 | 2% | 24% | -0.27 | 0.55 | ·

Excerpt, compounds 31–32
Under each structure: Dynein transport | GPR55 beta-arrestin | KOR beta-arrestin-1 | KOR beta-arrestin-2 | P. falciparum M1AAP | M17LAP inhibition | Dynein transport nuclear GR-EGFP | AID2073 | NOD2 inhibition | Dynein transport cytoplasmic EGFP | Dynein transport cell count | NOD1 inhibition
31) CCC(=O)N1CCc2cc(S(=O)(=O)N(C)c3ccc(OC)cc3OC)ccc21
    · | 0.0% | -0.7% | -28% | · | · | · | 12% | -17% | · | · | -11%
32) C/C(=N/O)c1no[n+]([O-])c1/C(C)=N\O
    -0.29 | -0.1% | 3.5% | -10% | 1% | 4% | -0.2 | -11% | -16% | -0.23 | 0.73 | -10%
